Screening results as filed in PubChem BioAssay.
RAD54 inh – RAD54 (human) branch migration inhibition. AID 602329. Q92698. inhibition, % at 10.4 µM. RAD54 Holliday junction branch migration, FAM/BHQ fluorescence. 0.14% of 360,000 active;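 active = mean normalized replicate activity at least 40 and at least half of replicates scoring 40 or more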;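 note: 0% = median of neutral control wells and 100% = median of positive control wells; inhibitors cause a drop in the FAM fluorescence signal; in these data hits start at about 50%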
Target sequence (Q92698 whole entry, looked up): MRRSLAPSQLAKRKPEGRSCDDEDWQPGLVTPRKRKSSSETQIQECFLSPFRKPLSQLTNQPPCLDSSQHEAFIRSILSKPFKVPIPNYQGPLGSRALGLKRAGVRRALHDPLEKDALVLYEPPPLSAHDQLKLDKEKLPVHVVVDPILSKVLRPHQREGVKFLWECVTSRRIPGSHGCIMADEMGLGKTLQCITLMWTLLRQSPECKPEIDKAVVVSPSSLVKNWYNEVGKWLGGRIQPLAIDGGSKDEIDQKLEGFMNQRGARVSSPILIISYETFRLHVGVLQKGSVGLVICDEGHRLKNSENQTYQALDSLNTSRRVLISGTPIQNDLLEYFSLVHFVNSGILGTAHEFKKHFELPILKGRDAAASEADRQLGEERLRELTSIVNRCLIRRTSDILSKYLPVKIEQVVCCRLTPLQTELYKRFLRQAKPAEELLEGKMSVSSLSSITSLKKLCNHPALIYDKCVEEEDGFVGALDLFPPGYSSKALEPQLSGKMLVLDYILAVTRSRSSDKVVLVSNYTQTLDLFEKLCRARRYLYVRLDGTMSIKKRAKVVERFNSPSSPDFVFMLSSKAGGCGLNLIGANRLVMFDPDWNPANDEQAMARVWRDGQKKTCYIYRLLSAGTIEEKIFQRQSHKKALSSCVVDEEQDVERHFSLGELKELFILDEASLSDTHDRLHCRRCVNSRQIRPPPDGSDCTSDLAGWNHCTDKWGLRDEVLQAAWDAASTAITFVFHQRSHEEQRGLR
ERAP1 inh – ERAP1 (human) enzyme inhibition | Q9NZ08 | recombinant ERAP1, Leu-AMC fluorescence, 60 min | inhibition, % at 10.7 µM | 0.15% of 340,000 active | AID 652197;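 active = mean replicate inhibition of at least 30%, or all replicates individually reaching that 30% level; inactive = mean below 30% and not every replicate reaching it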;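 note: 0% = neutral control wells and 100% = L-leucinethiol positive control wells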
RAD52 inh – RAD52 (human) annealing inhibition | recombinant RAD52 DNA annealing, FRET fluorescence | inhibition, % at 18.7 µM | P43351 | 0.46% of 360,000 active;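 active = every replicate showing at least 50% inhibition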
E-selectin induc – E-selectin induction on HUVECs; P16581; HUVEC E-selectin immunofluorescence imaging; normalized: neutral wells 0, TNF-alpha wells 100; activation, % at 7.58 µM; 0.37% of 260,000 active;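 active = mean E-selectin-positive cell signal at least 10% of the positive control, reached in at least 60% of replicates, without over 20% cell loss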;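 note: in these data hits start at about 27%; measured in HUVEC primary endothelial cells; signal is the percent of cells scored E-selectin positive by PE staining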
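material = human umbilical vein endothelial cells (HUVEC), E-selectin induction | quantity = 3,000 cells/well | medium = EGM-2 growth medium on 0.1% gelatin-coated wells | technique = immunofluorescence imaging | read-out basis = % PE-positive cells | control set = TNF-alpha positive control, DMSO neutral control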
miR122 inh – miR-122 inhibition in Huh7 cells | activation (reporter increase), % at 12.5 µM | AID 602342 | Huh7 miR-122 Renilla luciferase sensor, 48 h; neutral wells = 0, positive control = 100 | 0.3% of 340,000 active;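 active = mean replicate activation score at least 90 and every replicate individually at or above 90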;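 note: higher luciferase means less miR-122 activity so hits act as miR-122 inhibitors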
PglD DTNB – blocks C. jejuni PglD acetyltransferase activity; purified PglD enzyme, DTNB colorimetric CoA detection; inhibition, % at 12.5 µM; 0.098% of 360,000 active; AID 602405; in the data active = inhibition above about 16%, passing the limit was not always enough; note: strong numbers were not always called active
Cneo AK release – causes C. neoformans cell lysis; adenylate kinase release luminescence, 4 h; normalised: neutral wells 0, clomiphene wells 100; lysis activity, % at 15 µM; 0.2% of 360,000 active;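 active = mean lysis activity across replicates of at least 80%, whatever share of replicates individually reach that level; inactive = mean lysis activity below 80%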
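Signal: Adenylate kinase release luminescence | Assay system: Log-phase Cryptococcus neoformans yeast cells | Input: Cells at 5 × 10^6 per mL | Buffer or medium: Fresh YPD growth medium | Compound: Single dose | Schedule: Static 4 h at 37 °C with compound, 1 h detection | Controls: Clomiphene | Read-out: Luminescence rise reflecting yeast cell lysis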
PGC1a acetyl inh – lowers PGC1a acetylation signal in U2OS cells; AlphaScreen anti-acetyl-lysine; with virally co-expressed GCN5 acetyltransferase; inhibition, % at 15.6 µM; 0.17% of 350,000 active; AID 651687;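 active = every replicate shows inhibition of at least 40%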;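 note: 0% = neutral control wells and 100% = positive control wells; some results beyond the cut were filed as inactive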
* marks the source's active call; other numbers are inactive results; x = no result given; [ ] = remark or other dose.

(1) Cc1cccc(S(=O)(=O)N2C[C@H](O)COC[C@@H]3O[C@H](CC(=O)Nc4ccc(-c5ccccc5)cc4)CC[C@H]32)c1
(2) C[C@H](CO)N1C[C@H](C)[C@H](CN(C)Cc2ccc(-c3ccccc3)cc2)Oc2ccc(NS(=O)(=O)c3ccccc3)cc2CC1=O
(3) O=C(C[C@H]1CC[C@@H]2[C@H](COC[C@@H](O)CN2C(=O)c2cnccn2)O1)NCc1ccc(Cl)cc1
(4) Cc1ccc(S(=O)(=O)N2CC3CCC2C3)cc1 (configuration not stated)
(5) C[C@H]1CN([C@@H](C)CO)C(=O)Cc2cc(NC(=O)Nc3cccc4ccccc34)ccc2O[C@@H]1CN(C)Cc1ccncc1
(6) CC[C@@H]1Cc2cc(O)ccc2C2=C1c1ccc(O)cc1C[C@H]2CC
(7) Cc1ccc(-n2nc3c(=O)n(CCCC(=O)NCc4ccco4)nc(C)c3c2C)cc1
(8) O=C(COC(=O)Cc1ccccc1)NCc1ccc2c(c1)OCO2

Compound,1,2,3,4,5,6,7,8
RAD54 inh,8,-1,-1,16,-3,20,1,x
ERAP1 inh,2,x,2,x,2,1,6,-2
RAD52 inh,4,x,0,x,-1,-13,-4,-16
E-selectin induc,0.0,-0.2,0.0,x,x,0.0,1.1,-0.3
miR122 inh,-12[16.7 µM],-8,5[16.7 µM],30,1[16.7 µM],-5,x,-6
PglD DTNB,2,-1,1,-3,7,-1,3,x
Cneo AK release,1,1,0,-1,0,4,4,x
PGC1a acetyl inh,-6,-4,12,-21,1,1,x,-17

(9) Cc1cccc(NC(=S)NCCc2ccc(Cl)cc2)c1C
(10) COC(=O)C[C@@H]1CC[C@H]2[C@@H](COc3ccc(NC(=O)Nc4ccc(C#N)cc4)cc3C(=O)N2C)O1
(11) CC(=O)c1cccc(NC(=O)c2cc(-c3ccc(C)cc3)on2)c1
(12) C[C@H]1CN([C@@H](C)CO)C(=O)Cc2cc(NC(=O)Cc3cn(C)c4ccccc34)ccc2O[C@H]1CN(C)Cc1ccc(C(F)(F)F)cc1
(13) Cc1ccccc1Cn1c(=O)n(CC2CCC(C(=O)NCCc3ccccc3)CC2)c(=O)c2ccccc21 (configuration not stated)
(14) CC(c1ccc2c(c1)OCO2)n1c(=S)[nH]c2ccccc2c1=O (configuration not stated)
(15) Cc1ccc(/C=C2/Sc3ccc(C(=O)N4CCN(C)CC4)cc3NC2=O)cc1
(16) C[C@H](CO)N1C[C@H](C)[C@@H](CN(C)C(=O)C2CCCCC2)Oc2cc(-c3cccnc3)ccc2S1(=O)=O

Compound,9,10,11,12,13,14,15,16
RAD54 inh,-4,-12,-11,-3,-1,-1,4,-4
ERAP1 inh,-2,0,x,2,1,-2,5,0
RAD52 inh,9,-20,x,-11,-10,-5,-175,-7
E-selectin induc,x,0.1,x,258*,0.8,4.9,x,0.3
miR122 inh,8,-3[16.7 µM],2,23[16.7 µM],-9,x,-14,3[16.7 µM]
PglD DTNB,5,2,5,2,-2,-7,-10,0
Cneo AK release,0,-7,-1,10,1,10,-3,1
PGC1a acetyl inh,x,14,2,6,3,x,-1,2

(17) CCOC(=O)/C(C#N)=C(\N)C(C)C(=O)Nc1ccccn1 (configuration not stated)
(18) O=S(=O)(NCC1CCCO1)c1ccc(NS(=O)(=O)c2ccc(F)cc2)cc1 (configuration not stated)
(19) CCOc1ccc(-n2c(=O)cc(N3CCN(c4ccc(F)cc4)CC3)[nH]c2=O)cc1
(20) CC1CCCCC1NC(=O)CN(C)S(=O)(=O)c1ccc2c(c1)c(=O)n(C)c(=O)n2C (configuration not stated)
(21) CN1C(=O)c2cc(NC(=O)c3ccc(F)c(F)c3)ccc2OC[C@@H]2O[C@@H](CC(=O)N3CCOCC3)CC[C@@H]21
(22) O=C(CCN1CCC(c2cccs2)=N1)c1cccs1
(23) COc1ccc(NS(=O)(=O)c2cc(NC(=O)c3cnccn3)ccc2OC)cc1Br
(24) COc1ccc(NC(=O)Nc2ccc3c(c2)[C@@H]2C[C@H](CC(=O)N(C)C)O[C@@H](CO)[C@@H]2O3)cc1

Compound,17,18,19,20,21,22,23,24
RAD54 inh,0,-9,1,-6,-1,3,3,-4
ERAP1 inh,x,-2,x,4,1,x,-3,3
RAD52 inh,x,-21,x,-12,10,-65,-18,-6
E-selectin induc,x,x,x,x,0.3,0.1,0.4,-0.3
miR122 inh,-4,-12,1,-1,27[16.7 µM],2,32,-1[16.7 µM]
PglD DTNB,1,-9,-2,-1,0,-7,-4,2
Cneo AK release,0,15,1,-2,49,-1,1,-19
PGC1a acetyl inh,-2,-6,-17,-7,-5,-5,-7,2

(25) CCCNC(=O)N1CC2(CN(CC3CCCCC3)C2)c2c(n(C)c3cc(OC)ccc23)[C@@H]1CO
(26) CN(C)CCCNC(=O)C[C@@H]1CC[C@H]2[C@H](COc3ccc(NC(=O)NC4CCCC4)cc3C(=O)N2C)O1
(27) COC(=O)C[C@@H]1CC[C@H]2[C@@H](COc3ccc(NC(=O)c4ccc(OC)cc4)cc3C(=O)N2C)O1
(28) O=C(c1ccc(S(=O)(=O)Cc2cc(F)ccc2F)c([N+](=O)[O-])c1)N1CCCC1
(29) Nc1nc(-c2ccccn2)nc(N)c1Cc1ccccc1F
(30) CSCCC(NC(=O)c1ccccc1Cl)C(=O)NCc1ccncc1 (configuration not stated)
(31) NS(=O)(=O)c1cccc(NC(=O)COC(=O)CN2C(=O)C3CC=CCC3C2=O)c1 (configuration not stated)

Compound,25,26,27,28,29,30,31
RAD54 inh,x,9,-9,-2,x,-5,8
ERAP1 inh,-1,1,-1,0,8,0,-3
RAD52 inh,22,-1,1,-12,-6,-9,6
E-selectin induc,-0.2,0.0,0.0,-2.2,x,x,x
miR122 inh,x,-17[16.7 µM],50[16.7 µM],2,10,x,-25
PglD DTNB,x,-1,-4,-3,x,-2,1
Cneo AK release,x,2,0,3,x,1,-1
PGC1a acetyl inh,9,4,3,-37,16,x,x

Arranged by count of non-hydrogen atoms (lowest first): some entries from above
(22) O=C(CCN1CCC(c2cccs2)=N1)c1cccs1
(17) CCOC(=O)/C(C#N)=C(\N)C(C)C(=O)Nc1ccccn1 (configuration not stated)
(29) Nc1nc(-c2ccccn2)nc(N)c1Cc1ccccc1F
(30) CSCCC(NC(=O)c1ccccc1Cl)C(=O)NCc1ccncc1 (configuration not stated)
(18) O=S(=O)(NCC1CCCO1)c1ccc(NS(=O)(=O)c2ccc(F)cc2)cc1 (configuration not stated)
(28) O=C(c1ccc(S(=O)(=O)Cc2cc(F)ccc2F)c([N+](=O)[O-])c1)N1CCCC1
(31) NS(=O)(=O)c1cccc(NC(=O)COC(=O)CN2C(=O)C3CC=CCC3C2=O)c1 (configuration not stated)
(20) CC1CCCCC1NC(=O)CN(C)S(=O)(=O)c1ccc2c(c1)c(=O)n(C)c(=O)n2C (configuration not stated)
(24) COc1ccc(NC(=O)Nc2ccc3c(c2)[C@@H]2C[C@H](CC(=O)N(C)C)O[C@@H](CO)[C@@H]2O3)cc1
(25) CCCNC(=O)N1CC2(CN(CC3CCCCC3)C2)c2c(n(C)c3cc(OC)ccc23)[C@@H]1CO

Compound,22,17,29,30,18,28,31,20,24,25
RAD54 inh,3,0,x,-5,-9,-2,8,-6,-4,x
ERAP1 inh,x,x,8,0,-2,0,-3,4,3,-1
RAD52 inh,-65,x,-6,-9,-21,-12,6,-12,-6,22
E-selectin induc,0.1,x,x,x,x,-2.2,x,x,-0.3,-0.2
miR122 inh,2,-4,10,x,-12,2,-25,-1,-1[16.7 µM],x
PglD DTNB,-7,1,x,-2,-9,-3,1,-1,2,x
Cneo AK release,-1,0,x,1,15,3,-1,-2,-19,x
PGC1a acetyl inh,-5,-2,16,x,-6,-37,x,-7,2,9

(16) C[C@H](CO)N1C[C@H](C)[C@@H](CN(C)C(=O)C2CCCCC2)Oc2cc(-c3cccnc3)ccc2S1(=O)=O
(26) CN(C)CCCNC(=O)C[C@@H]1CC[C@H]2[C@H](COc3ccc(NC(=O)NC4CCCC4)cc3C(=O)N2C)O1
(21) CN1C(=O)c2cc(NC(=O)c3ccc(F)c(F)c3)ccc2OC[C@@H]2O[C@@H](CC(=O)N3CCOCC3)CC[C@@H]21

Compound,16,26,21
RAD54 inh,-4,9,-1
ERAP1 inh,0,1,1
RAD52 inh,-7,-1,10
E-selectin induc,0.3,0.0,0.3
miR122 inh,3[16.7 µM],-17[16.7 µM],27[16.7 µM]
PglD DTNB,0,-1,0
Cneo AK release,1,2,49
PGC1a acetyl inh,2,4,-5
